Screening data deposited in PubChem by The Scripps Research Institute Molecular Screening Center.
OXTR potentiate – potentiators of human oxytocin receptor | P30559 | CHO-OTR cells, Fluo-8 calcium fluorescence, potentiator mode; 0% = oxytocin EC15, 100% = EC100 | activation, % at 3 µM | 320,000 tested, 0.061% active;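 active = activation above that plate's cutoff, the mean activation of tested compounds plus 3 SD, cut at about 6.6% in these data, passing the limit was not always enough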;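 note: 100% uses oxytocin at 75 nM as the full agonist control; some results filed as inactive read as strong as hits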
Target sequence (P30559 whole entry, looked up): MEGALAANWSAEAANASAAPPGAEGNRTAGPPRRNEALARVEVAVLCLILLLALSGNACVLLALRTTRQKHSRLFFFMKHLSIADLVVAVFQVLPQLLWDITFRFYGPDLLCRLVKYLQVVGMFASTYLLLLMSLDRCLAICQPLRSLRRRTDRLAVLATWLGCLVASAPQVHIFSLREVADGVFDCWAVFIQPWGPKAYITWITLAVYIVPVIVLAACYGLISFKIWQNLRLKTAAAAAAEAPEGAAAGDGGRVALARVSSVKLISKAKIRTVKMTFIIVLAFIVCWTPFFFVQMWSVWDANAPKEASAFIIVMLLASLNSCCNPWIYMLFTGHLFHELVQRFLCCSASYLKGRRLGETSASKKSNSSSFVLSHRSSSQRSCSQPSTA
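Assay system: CHO cell line stably expressing human OTR | Also added: Oxytocin at about EC15, sub-maximal agonist stimulus | Times: Compound 6 min at room temperature before oxytocin, 100 s read | Measured by: Fluo-8 intracellular calcium fluorescence, ex 470-495, em 515-575 nm | Controls: EC15 oxytocin alone as 0%, 75 nM oxytocin as 100%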
M4 ag – agonists of human muscarinic M4 receptor (CHRM4); P08173; CHO-K1 hM4/Gqi5, Fluo-8 calcium fluorescence; vehicle 0%, full acetylcholine response 100%; activation, % at 3 µM; 360,000 tested, 0.14% active;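 active = activation above the run mean over all test wells plus 3 SD, cut at about 32% in these data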;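 note: peak over basal fluorescence ratio per well then scaled between controls; 0% = DMSO wells and 100% = acetylcholine at EC100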
Target sequence (P08173 whole entry, looked up): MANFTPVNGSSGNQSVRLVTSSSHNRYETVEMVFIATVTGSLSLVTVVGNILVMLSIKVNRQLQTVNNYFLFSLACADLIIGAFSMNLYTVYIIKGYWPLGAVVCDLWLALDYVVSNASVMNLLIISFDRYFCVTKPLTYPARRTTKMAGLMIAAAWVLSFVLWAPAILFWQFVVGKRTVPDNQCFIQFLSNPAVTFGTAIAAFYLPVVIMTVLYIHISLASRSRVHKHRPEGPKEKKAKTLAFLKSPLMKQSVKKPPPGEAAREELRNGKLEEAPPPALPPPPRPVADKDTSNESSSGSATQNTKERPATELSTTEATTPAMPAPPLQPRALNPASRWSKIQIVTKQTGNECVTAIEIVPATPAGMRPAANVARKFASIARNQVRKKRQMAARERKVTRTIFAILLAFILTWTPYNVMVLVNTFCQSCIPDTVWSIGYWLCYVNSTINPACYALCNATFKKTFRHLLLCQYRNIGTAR
M1 ag – activates human CHRM1 receptor; CHO-K1 hM1, Fluo-8 calcium fluorescence, agonist mode; 0% DMSO, 100% acetylcholine EC100; P11229; 360,000 tested, 0.33% active; activation, % at 3 µM;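 active = activation above the run's mean compound activation plus 3 SD, cut at about 16% in these data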;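 note: peak over basal fluorescence ratio within a 140 s kinetic read after compound addition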
CHO parental Ca – counter-screen: ATP calcium response change in parental CHO cells; parental CHO-K1, ATP-induced calcium, Fluo-8 fluorescence; 330,000 tested, 0.63% active; inhibition, % at 5.6 µM;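 active = inhibition above that plate's mean sample inhibition plus 3 SD, cut at about 26% in these data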;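 note: 0% = ATP-challenged DMSO wells and 100% = DMSO wells without ATP; some compounds past the cut are filed as inactive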
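Material: parental CHO cells / Compound: single nominal dose of 5.6 µM per compound / Signal: Fluo-8 fluorescence / Replicates: singlicate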
CHO-K1 Ca antag – nonselective inhibitor or artifact in parental CHO-K1 cells; 360,000 tested, 0.6% active; ATP-induced calcium, Fluo-8 fluorescence; inhibition, % at 3 µM;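 active = inhibition above a per-plate cutoff, the plate's mean sample inhibition plus 3 SD, cut at about 24% in these data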;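 note: 0% = DMSO plus EC80 ATP and 100% = DMSO alone without ATP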
M1 antag – antagonists of human M1 muscarinic receptor. CHO-K1 hM1, Fluo-8 calcium fluorescence, ACh EC80 antagonist. inhibition, % at 3 µM. 360,000 tested, 1.3% active;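 active = percent inhibition above its own plate's cutoff, namely the mean of that plate's compound wells plus 3 SD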;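 note: peak over basal fluorescence ratio during 140 s after agonist addition; 0% = ACh EC80 plus DMSO and 100% = DMSO alone without agonist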
CHRM1 PAM – positive allosteric modulators of human M1 muscarinic receptor | P11229 | CHO-K1 hM1, Fluo-8 calcium fluorescence, ACh EC20; 0% = ACh EC20, 100% = maximal ACh | activation, % at 3 µM | 360,000 tested, 0.088% active | AID 588819; in the data active = activation above about 19%, passing the limit was not always enough
CHO-K1 Ca ag – M1 agonist counterscreen hit in parental CHO-K1 cells; Fluo-8 calcium fluorescence; scaled to maximal ATP response, vehicle zero; activation, % at 3 µM; 360,000 tested, 0.48% active; AID 602248; in the data active = activation above about 15%;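 note: untransfected CHO-K1 host cells lacking M1 receptor as counterscreen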
M4 antag – blocks acetylcholine activation of human M4 receptor. P08173. CHO-hM4 cells, ACh EC80, Fluo-8 calcium fluorescence. inhibition, % at 3 µM. 360,000 tested, 0.73% active;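 active = inhibition above its plate's cutoff, the mean inhibition of sample wells plus 3 SD, cut at about 27% in these data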;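 note: 0% = acetylcholine EC80 with DMSO and 100% = DMSO without agonist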
* marks the source's active call; other numbers are inactive results; . = no result given.

Value order: OXTR potentiate, M4 ag, M1 ag, CHO parental Ca, CHO-K1 Ca antag, M1 antag, CHRM1 PAM, CHO-K1 Ca ag, M4 antag
NC(=O)CC(NC(=O)Cc1cccc2ccccc12)c1ccc(N2CCC(Cc3ccccc3)CC2)c([N+](=O)[O-])c1 (stereo unspecified)
 : -6, -1, -2, -18, -7, -5, 9, 0.4, 8
O=C1/C(=C\c2cccnc2)SC(=S)N1C1CCS(=O)(=O)C1 (stereo unspecified)
 : -7, 0, -2, 3, 11, 5, -1, 0.3, 9
O=C(NC(n1ccc(=O)[nH]c1=O)C(Cl)(Cl)Cl)C12CC3CC(CC(C3)C1)C2 (stereo unspecified)
 : 0, 0, -4, 0, -10, -8, 5, -0.1, -8
COC(=O)[C@@H]1Cc2c([nH]c3ccccc23)C2CCC(=O)N21 (stereo partly specified)
 : ., 1, -3, ., -5, -6, 9, -0.9, -3
CCN(CC)CCN(Cc1cc2cc3c(cc2[nH]c1=O)OCO3)C(=S)NCC1CCCO1 (stereo unspecified)
 : -1, 0, -13, -17, -1, -6, 11, 0.7, 1
Cc1cc2nc(C)c(Cl)c(=O)n2[nH]1
 : -9, 0, -5, -13, -10, -5, 7, 0.4, 2
CC(=O)Nc1ccc(OC(F)(F)C(F)F)c(NC(C)=O)c1
 : -7, 1, -1, -2, -7, -21, 6, 0.5, -9
COc1cccc(C(=O)N(c2ccc(C)cc2)C2C=CS(=O)(=O)C2)c1 (stereo unspecified)
 : -13, 1, -7, -15, -11, -6, 6, 0.9, -3
Cc1cc(C(=O)COc2ccc3ccc(=O)oc3c2)c(C)n1C
 : -9, 2, -4, -10, -3, -4, -3, 1.1, -1
COC(=O)Nc1ccc2ncn(C)c(=O)c2c1
 : -1, 0, 1, 1, -11, -16, 11, 0.2, -1
CCn1c(=O)cc(SCC(=O)NCc2ccccn2)c2ccccc21
 : -3, 1, -3, -10, -30, -4, 0, -0.3, 2
Cc1ccc(S(=O)(=O)N2CCN(c3nc4ccccc4nc3-n3nc(C)cc3C)CC2)cc1
 : -8, 0, -5, -22, -17, -3, -1, -0.1, -4
Cc1cc(C)cc(NC(=O)CSc2ccc(-c3ccco3)nn2)c1
 : -3, 1, -2, -6, -8, -5, 0, 2.5, 3
Nc1ncnc(SCc2c(F)cccc2Cl)n1
 : -6, 0, -3, -4, -9, -13, 8, 0.9, -3
COc1ccccc1N1CCN(c2nc(-c3ccccc3)cc(C(F)(F)F)n2)CC1
 : -15, 1, 1, 3, -10, -14, 11, 0.8, -4
C/C(=N/NC(=O)c1cccc(C)c1)c1c(O)cc(C)oc1=O
 : -4, 1, -2, -1, 11, 2, 2, 0.4, 4
COc1ccc(-n2c3c(c(=O)[nH]c2=O)C(NC(=O)c2ccncc2)(C(F)(F)F)C(=O)N3)cc1 (stereo unspecified)
 : 5, 0, -1, 11, 3, -5, 10, -0.5, -4
CC(=O)N1c2ccc(S(=O)(=O)NCCC(=O)N(C)Cc3ccccc3)cc2CC1C (stereo unspecified)
 : -5, 5, -1, -20, -22, -13, 9, 3.5, 5
CCC(C)N1C(=O)S/C(=C/c2ccc(N3CCOCC3)cc2C)C1=O (stereo unspecified)
 : -6, 4, -6, 9, 4, -8, 4, 1.3, 1
CCN(CC)S(=O)(=O)c1cccc(NC(=O)COC(=O)/C=C/c2cccs2)c1
 : -21, 11, -1, -13, -7, -11, 1, 8.8, -18
O=C(NC(c1ccccc1)c1ccccc1)c1ccc(CO)cc1
 : -6, -1, -10, -11, -16, -10, 6, 0.5, -1
CC(C)N(C(=O)[C@H]1CC(CC(=O)NC(C)(C)C)C(=O)N2CCc3c([nH]c4ccccc34)[C@]12C)C(C)C (stereo partly specified)
 : -3, 0, -7, -10, -5, -16, 9, 0.7, 4
COCCn1c(SCc2ccccc2)nc2c1c(=O)[nH]c(=O)n2C
 : -9, 5, -4, -23, -11, 4, -1, 2.6, -2
Cc1c(NC(=O)OCCNC(=O)COc2c(Cl)cccc2Cl)sc(=S)n1C
 : -5, 2, -7, -15, 5, 1, 1, 0.6, -13
O=C(OCc1ccccc1)c1cccc(-c2nnc(-c3ccccc3)o2)c1
 : 0, 0, -1, -10, -9, -4, 1, 0.0, 12
Cc1ccc2c(c1)-c1c(cnn1CC(=O)N(Cc1ccco1)C1CCCCC1)CO2
 : 1, 9, -5, -12, -4, -2, 0, 1.3, -14
Cc1ccc(S(=O)(=O)N2CCN(C(=O)COC(=O)c3cc([N+](=O)[O-])ccc3NCCO)CC2)c(C)c1
 : -11, 14, -6, -9, -22, 12, 0, 2.1, -17
COc1cc(C(=O)OCC(=O)Nc2ccc(F)cc2F)cc(OC)c1OC
 : -16, 1, -4, -15, -9, -6, 5, 0.9, 4
CCNc1ncnc2[nH]ncc12
 : ., 1, -2, ., -3, -10, 5, 0.7, 6
CC(C)CCNC(=O)NC(=O)COC(=O)c1cc(S(=O)(=O)N2CCOCC2)ccc1N1CCCCC1
 : -6, 0, -4, 3, -4, -11, 1, -0.1, 4
COc1ccccc1N1CCN(CCN2C(=O)C3CCCN3C2=O)CC1 (stereo unspecified)
 : -2, 1, -4, -2, -11, -6, -1, 0.5, -4
COC(=O)N=Nc1c(O)[nH]c2ccc(Br)cc12
 : -2, 1, 0, 0, -15, -11, 6, 0.8, -2
CCCCCCC(=O)N1CCC(c2nc3c(nnn3Cc3ccccc3Cl)c(=O)[nH]2)CC1
 : -2, -2, -8, -28, -16, -9, 10, -0.3, -24
COc1cc(S(=O)(=O)Nc2cccc3cn[nH]c23)c(OC)cc1C
 : -6, 2, 0, -9, 9, -13, 11, -0.1, -27
O=C(Nc1ccc(F)cc1F)c1ccc2c(c1)[nH]c(=O)n2Cc1ccc(F)cc1
 : -17, 5, 7, -12, 0, -6, 8, 3.7, 5
O=C(CSc1nccn1-c1ccccc1)c1ccc(Cl)cc1
 : -14, 0, -5, -34, -20, -7, 4, 0.6, -25
O=C(Nc1ccc2c(c1)OCCO2)C1CCCN(S(=O)(=O)c2cccc3nsnc23)C1 (stereo unspecified)
 : 0, 7, 3, -9, -19, -2, 5, 6.2, 1
NNC(=O)c1ccccc1OCc1ccccc1
 : -11, 0, -5, -36, 1, -3, 0, 0.2, 0
COc1cccc(OC)c1OCCNCCO
 : 0, 1, -5, -4, -12, -6, 7, 0.2, 5
CCCS(=O)(=O)N1CCC(C(=O)NCc2cccnc2)CC1
 : -14, 1, -5, -9, 2, -3, 3, 0.4, 1
CCOc1ccc(CNn2nnnc2N)cc1
 : -2, 1, -2, 10, -3, -3, 6, 0.6, 5
CC(=O)Nc1ccc(C(=O)OCC(=O)Nc2c(F)cccc2F)cc1
 : -2, 1, -3, -5, -8, 3, -1, 0.7, 16
COc1cc(/C=N/NC(=O)c2nnn(-c3nonc3N)c2C(C)C)ccc1OCc1ccccc1
 : -8, 14, 0, 27, 8, 12, -6, 5.7, 12
CCC(=O)c1cc2c(cc1NC(=O)c1ccccc1)OCCO2
 : 0, 1, -1, -3, -9, -14, 2, -0.5, -1
NC(=NC(=O)c1ccc(OCC(F)(F)F)nc1)c1ccccc1
 : -4, 0, 1, -7, -2, -20, 13, 0.1, -3
CCNC(=O)CSc1nc2sccc2c(=O)n1-c1ccccc1
 : -6, -1, -7, -7, -12, -16, 16, -0.3, -6
CC(C)[C@H](NC(=O)c1ccccc1)C(=O)OCC(=O)N1CC2(C)CC1CC(C)(C)C2 (stereo partly specified)
 : -2, 1, -5, -17, -6, -11, 11, 0.7, -7
Cc1nc2sc3c(c2c(=O)[nH]1)CCCCC3
 : 5, 1, -4, -18, -1, -7, 1, -0.7, -9
COc1ccccc1-c1nnc(SCC(=O)OC(C)C)o1
 : -5, 1, -3, -10, -14, -2, -2, 0.6, 4
Cc1ccc(Cn2nnnc2CN2CCC(O)(c3ccc(F)cc3)CC2)cc1
 : -10, 3, -6, -14, 5, -9, -2, 1.0, 9
CSCCC1NC2(C(=O)Nc3c(C)cc(Cl)cc32)[C@@H]2C(=O)N(C3CCCC3)C(=O)[C@H]12 (stereo partly specified)
 : 1, 5, -3, -33, -6, 2, 3, 2.5, -4
CCOC(=O)C1CCCN(C(=O)c2cncc(Br)c2)CC1 (stereo unspecified)
 : ., 0, -3, ., -4, -8, 5, 0.0, 2
Cc1ccccc1OCC(=O)Nc1cccc(NC(=O)c2ccco2)c1
 : -14, 6, -2, -25, 9, -2, 2, 2.1, 9
CCOc1nc(-c2ccccc2)ccc1-c1noc(COc2ccccc2)n1
 : -2, 1, -1, -13, -4, -2, 3, 1.3, 1
Cc1noc(C)c1NC(=O)N(C)C[C@H]1Oc2c(NC(=O)Cc3ccccc3)cccc2C(=O)N([C@H](C)CO)C[C@@H]1C
 : -7, 1, -2, -7, -10, -13, 17, -0.5, -6
O=[N+]([O-])c1ccc2c3n([n+]([O-])c2c1)CCN=C3c1ccc(Cl)cc1
 : -3, 2, -5, -22, -12, -3, 5, 0.3, 6
Cc1ccc2nc(NCc3ccccc3)c(C#N)cc2c1
 : -6, 0, -3, -24, -13, -9, 8, 0.1, -5
Cc1ccc(NC(=O)CSc2cn[nH]n2)cc1
 : -3, 0, -5, 8, -16, -3, 7, 0.9, -1
CCCc1nc2ccccc2c(=O)n1-c1c(C)n(C)n(-c2ccccc2)c1=O
 : 1, 0, -3, -7, -3, 0, 2, 0.6, 13
O=C(CCN1C(=O)/C(=C\c2ccccc2)SC1=S)Nc1ccc(C(=O)O)cc1
 : -9, 1, -7, -3, -13, -9, 7, 1.1, -4
O=C(NC1CCCCC1)C1c2ccccc2OCC(=O)N1CC(F)(F)F (stereo unspecified)
 : ., 1, ., ., -9, ., ., 0.6, 0

Compound profiles, as listed above:
Cc1ccc2nc(NCc3ccccc3)c(C#N)cc2c1 as listed: OXTR potentiate: -6; M4 ag: 0; M1 ag: -3; CHO parental Ca: -24; CHO-K1 Ca antag: -13; M1 antag: -9; CHRM1 PAM: 8; CHO-K1 Ca ag: 0.1; M4 antag: -5
Cc1nc2sc3c(c2c(=O)[nH]1)CCCCC3 as listed: OXTR potentiate: 5; M4 ag: 1; M1 ag: -4; CHO parental Ca: -18; CHO-K1 Ca antag: -1; M1 antag: -7; CHRM1 PAM: 1; CHO-K1 Ca ag: -0.7; M4 antag: -9
